From PubChem BioAssay
NS5 inhibitors: Dengue-2 NS5 methyltransferase inhibitors, primary screen, biochemical, confirmation dose response (AID 588689); Dengue-2 NS5 methyltransferase capping enzyme assay, biochemical; higher % means a stronger effect; inhibition, % at 25 µM; hits with a dose series show IC50 in µM; hit rate 0.3% among 340,000; in the data active = a potency from the dose series; inconclusive = inhibition above about 29% without an active follow-up result
K1F lysis inhibition: protection from phage-mediated lysis, alamar blue read-out – E. coli UTI89, K1F phage, bacterial capsule biogenesis inhibitors (AID 488966). E. coli UTI89 K1F phage lysis, alamar blue, 2 h; higher % means a stronger effect. one-dose inhibition, % at 100 µM; IC50 in µM for titrated hits. hit rate 0.02% among 340,000;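 active = phage lysis inhibition, versus mean bacterial control, above a set limit; inconclusive = no clear call, values can overlap the other calls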;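 note: capsule biogenesis inhibitors block K1F phage lysis so surviving cells raise fluorescence; higher fluorescence means more inhibition of phage lysis; actives were called in the ten point dose series up to 300 µM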
Large T inhibition: TAg ATPase/helicase activity blockers – biochemical (AID 1903); SV40 large T antigen ATPase/helicase inhibition assay; higher % means a stronger effect; inhibition, % at 20 µM; hits with a dose series show IC50 in µM; hit rate 0.39% among 310,000; in the data active = a potency from the dose series; inconclusive = inhibition mostly from about 32% at the one dose, without a potency; inactive = the rest, 99 in 100 with inhibition below about 32%; note: strong numbers were not always called active
Salmonella PhoP GFP: PhoP-dependent GFP reporter repression – Salmonella Typhimurium, primary screen (AID 1863) | S. Typhimurium PhoP-regulated promoter GFP reporter, 4 h; higher % means a stronger effect | hit rate 0.16% among 300,000 | inhibition, % at 50 µM; hits with a dose series show IC50 in µM;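 active = inhibition over 29.93%, a cutoff 3 SD above the screen mean, later confirmed by dose response; inconclusive = inhibition over 29.93% but no dose response follow-up; inactive = inhibition at most 29.93% or unconfirmed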;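 note: 0% = low Mg2+ inducing control and 100% = high Mg2+ repressing control; strong numbers were not always called active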
T cell HTS: modulates CD8 T cell binding to vesicles; 2C CD8+ T cell-vesicle binding, flow cytometry; active compounds read low; calls only at 7 µM; hit rate 0.068% among 330,000;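 active = response, share of CD8 T cells binding vesicles, and their 90th percentile fluorescence all below set limits, cut at about 80% in these data, passing the limit was not always enough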
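Assay system – 2C mouse CD8+ T cells · Also added – QL9-loaded Drosophila micro-vesicles · Timing – Cell–vesicle co-incubation 1.5 h at 37 °C, staining 20 min on ice · Signal – flow cytometry of vesicle-bound cells · Measure – percent CD8+ FL2 mean versus row control · Controls – Peptide-free naked vesicles (low) and QL9 vesicles with 0.7% DMSO vehicle (high)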
NTR1 ag: agonists of NTR1, primary screen, imaging, U2OS cells, beta-arrestin-GFP, high content (AID 493036); P30989; NTR1-U2OS beta-arrestin-GFP spot imaging, agonist mode; activation, % at 20 µM; hit rate 0.17% among 330,000;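 active = activation at or above 40% of the spot to cytoplasm intensity ratio, with at least 20 cells analyzed; inconclusive = wells under 20 cells, flagged as cytotoxic or low count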;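 note: 0% = DMSO without peptide and 100% = 100 nM NTR1 peptide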
Target sequence (P30989 whole entry, looked up): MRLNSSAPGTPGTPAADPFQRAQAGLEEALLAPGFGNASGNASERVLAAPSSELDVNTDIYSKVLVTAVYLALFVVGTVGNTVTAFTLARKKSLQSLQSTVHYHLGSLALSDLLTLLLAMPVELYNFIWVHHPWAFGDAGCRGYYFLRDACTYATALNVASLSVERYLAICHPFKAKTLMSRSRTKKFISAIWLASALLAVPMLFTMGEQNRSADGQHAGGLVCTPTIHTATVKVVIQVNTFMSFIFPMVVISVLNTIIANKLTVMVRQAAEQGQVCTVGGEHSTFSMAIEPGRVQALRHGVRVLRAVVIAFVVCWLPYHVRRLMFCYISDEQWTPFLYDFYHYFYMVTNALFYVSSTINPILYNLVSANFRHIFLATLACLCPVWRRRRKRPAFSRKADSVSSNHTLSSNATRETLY
RSV CPE inhibition: RSV antiviral activity via CPE protection, HEp-2 cells, primary 10 µM value included (AID 2391) | HEp-2 cells, RSV-induced CPE inhibition; higher % means a stronger effect | CPE inhibition, % at 10 µM; hits with a dose series show IC50 in µM | hit rate 0.13% among 310,000; in the data active = a potency from the dose series; inconclusive = CPE inhibition mostly from about 23% at the one dose, without a potency; inactive = the rest, 99 in 100 with CPE inhibition below about 21%; note: strong numbers were not always called active
West Nile virus CPE: West Nile virus antiviral activity, cell-based, CPE readout (AID 1621); West Nile virus-infected cells, CPE inhibition; higher % means a stronger effect; CPE inhibition, % at 10 µM; hits with a dose series show IC50 in µM; hit rate 0.02% among 290,000; in the data active = a potency from the dose series; inconclusive = CPE inhibition mostly from about 3.7% at the one dose, without a potency; inactive = the rest, 99 in 100 with CPE inhibition below about 2.2%; note: strong numbers were not always called active
Rac1 GTP hydrolysis: MgcRacGAP GTPase-activating activity inhibitors, confirmation, biochemical, ADP Hunter fluorescence; inhibition, % at 30 µM, or IC50 in µM where a hit was titrated; MgcRacGAP-stimulated Rac1 GTP hydrolysis, ADP Hunter fluorescence; higher % means a stronger effect; GST-tagged Rac1 F28L mutant substrate; hit rate 0.6% among 340,000;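 active = first-screen hits whose inhibition reached a set limit at any dose in the follow-up dose series; inconclusive = inhibition above the set first-screen limit but never retested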;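 note: fluorescence reports GDP produced by GAP-driven GTP hydrolysis; strong numbers were not always called active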
T cell HTS vesicle-bound %: further read-out of T cell HTS, marked with its call; double positive events, %; measured here: CD8+ vesicle-bound cell fraction;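 binding gate set so that unloaded-vesicle control wells show 10% double positive cells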
NTR1 ag cell count 20 µM: second read-out of NTR1 ag, no call of its own (marks repeat the call); cell count; measured here: cell count, cytotoxicity flag
NS5 inhibitors pilot replicate: second read-out of NS5 inhibitors, no call of its own (marks repeat the call); inhibition, %; measured here: pilot screen replicate inhibition
The depositor's hits bear a star; i = inactive; ? = inconclusive; . = no result given; [ ] = dose if it differs, or a comment.

SMILES	NS5 inhibitors	K1F lysis inhibition	Large T inhibition	Salmonella PhoP GFP	T cell HTS	T cell HTS vesicle-bound %	NTR1 ag	NTR1 ag cell count 20 µM	RSV CPE inhibition	West Nile virus CPE	Rac1 GTP hydrolysis	others
COc1ccc(C(=O)OCC(=O)N2CCOCC2)cc1S(=O)(=O)N1CCOCC1	-4%	0.8%[50 µM]	.	.	i	35	-0.2	69	1.2%	.	6%
COc1ccc(-c2cc(C#N)nc(N3CCNCC3)n2)cc1	-1%	0.3%	-6%	7%	i	33	4.1	93	4.8%	?	-3%
CCOc1ccc(NC(=O)COC(=O)CSCC(=O)Nc2ccc(C)cc2C)cc1	-3%	0.7%[50 µM]	.	.	i	40	-2.0	63	1.4%	.	0%
C=CC(COCc1ccccc1)N(Cc1ccccc1)S(=O)(=O)c1ccccc1Br (stereo not given)	-3%	0.3%	9%	5%	i	21	-1.2	64	2.0%	-0.7%	6%
Cc1ccc(S(=O)(=O)N2CCN(S(C)(=O)=O)CC2)cc1	-5%	1.4%	.	.	i	43	-0.1	83	0.1%	0.6%	-2%
COc1ccc(CCNC(=O)Cn2c(=O)n(CC3CCCO3)c(=O)c3cc(OC)c(OC)cc32)cc1OC (stereo not given)	9%	0.1%	11%	-7%	i	26	-0.6	50	0.9%	-0.3%	6%
O=C(O)C(Oc1ccc2ccccc2c1)c1ccccc1 (stereo not given)	1%	-1.7%	5%	.	i	39	1.7	54	0.7%	.	6%
CC1(C)CC(=O)C2=C(C1)Nc1ccccc1NC2c1ccc(F)c(F)c1 (stereo not given)	0%	-0.2%	10%	-2%	i	46	-0.2	53	-0.3%	-0.2%	6%
CCCOc1ccc(N2CC(C(=O)Nc3ncccc3C)CC2=O)cc1 (stereo not given)	-9%	0.8%	2%	-4%	i	30	0.5	61	2.0%	-0.6%	-1%
COc1ccccc1CNC(=O)CC(C)C	-10%	0.2%	-2%	-5%	i	35	-1.1	75	1.9%	-0.6%	7%
CC(C)N(C(=O)CSc1nnc(NC2CC2)s1)c1ccccc1	-9%	0.7%[50 µM]	.	.	i	35	0.8	56	0.7%	.	7%
COc1ccc(CC(=O)Nc2ccc(C(=O)O)cc2NC(=O)Cc2ccc(OC)cc2)cc1	5%	0.2%	0%	-2%	i	57	-0.7	40	0.8%	0.8%	1%
COc1ccccc1CNC(=O)CSc1nc(=O)n(Cc2ccncc2)c2c1CCC2	-7%	4.0%[50 µM]	27%	-2%	i	55	3.5	57	-2.5%	.	3%
CC(C)(C)c1cc(OC(=O)c2ccncc2)ccc1O	-13%	1.2%	6%	-3%	i	46	-2.8	95	5.0%	0.0%	6%
O=C(Nc1ccccc1C(F)(F)F)c1ccccn1	3%	0.2%	8%	1%	i	31	2.9	61	2.3%	-0.3%	2%
Cc1ccc(C)n1-c1nnc(N2CCC(C(=O)NCCCN3CC(C)CC(C)C3)CC2)s1 (stereo not given)	2%	-0.1%	-3%	-3%	i	2	-0.3	43	0.5%	0.5%	8%
O=C(CCCSc1nc2ccccc2s1)NCc1ccc2c(c1)OCO2	1%	1.3%	5%	-2%	i	46	-1.4	45	15%	-1.4%	6%
Cc1ccc(NC(=O)C2CCCN(S(=O)(=O)c3c(C)noc3C)C2)cc1F (stereo not given)	-4%	1.2%	9%	2%	i	56	3.4	53	7.8%	0.0%	2%
COc1cc(/C=N/NC(=O)c2ccc(CSc3nncn3C)cc2)ccc1OCC(=O)N1CC(C)OC(C)C1 (stereo not given)	-12%	-0.6%	7%	1%	i	26	-1.0	47	2.0%	-0.1%	5%
CC(C(=O)NC1C=CS(=O)(=O)C1)N1C(=O)/C(=C/c2ccc(Cl)cc2)SC1=S (stereo not given)	12%	1.9%	26%	72µM*	i	11	3.2	58	7.3%	0.2%	10%
CCN1C(=O)c2cccc3c(NC(=O)c4ccc5c(c4)OCCO5)ccc1c23	1%	-0.5%	7%	-9%	i	25	1.4	55	-0.5%	-0.4%	-4%
Cc1ccc(CC(=O)OCCNC(=O)c2cccnc2)cc1	-7%	-1.0%	1%	-2%	i	29	-0.9	35	0.8%	0.1%	3%
CCC(C)(C)C1CCc2c(sc(NC(=O)c3ccoc3C)c2C(N)=O)C1 (stereo not given)	-3%	0.8%	19%	-6%	i	6	-0.9	60	1.5%	.	9%
CC1(C)CC2CC(C)(CN2S(=O)(=O)c2cccc(C(N)=O)c2)C1 (stereo not given)	-3%	0.3%[50 µM]	.	.	i	9	1.9	54	3.7%	.	2%

Filtered by structure, the compounds so far containing two or more sulfur atoms (4)
SMILES	NS5 inhibitors	K1F lysis inhibition	Large T inhibition	Salmonella PhoP GFP	T cell HTS	T cell HTS vesicle-bound %	NTR1 ag	NTR1 ag cell count 20 µM	RSV CPE inhibition	West Nile virus CPE	Rac1 GTP hydrolysis	others
Cc1ccc(S(=O)(=O)N2CCN(S(C)(=O)=O)CC2)cc1	-5%	1.4%	.	.	i	43	-0.1	83	0.1%	0.6%	-2%
CC(C)N(C(=O)CSc1nnc(NC2CC2)s1)c1ccccc1	-9%	0.7%[50 µM]	.	.	i	35	0.8	56	0.7%	.	7%
O=C(CCCSc1nc2ccccc2s1)NCc1ccc2c(c1)OCO2	1%	1.3%	5%	-2%	i	46	-1.4	45	15%	-1.4%	6%
CC(C(=O)NC1C=CS(=O)(=O)C1)N1C(=O)/C(=C/c2ccc(Cl)cc2)SC1=S (stereo not given)	12%	1.9%	26%	72µM*	i	11	3.2	58	7.3%	0.2%	10%

Following part
SMILES	NS5 inhibitors	K1F lysis inhibition	Large T inhibition	Salmonella PhoP GFP	T cell HTS	T cell HTS vesicle-bound %	NTR1 ag	NTR1 ag cell count 20 µM	RSV CPE inhibition	West Nile virus CPE	Rac1 GTP hydrolysis	others
CC(C)c1cc(CNC(=O)CC2C(=O)NCCN2CC2CCCCC2)on1 (stereo not given)	9%	0.3%	4%	-6%	i	32	0.9	30	2.4%	-0.1%	4%
Cc1ccc(S(=O)(=O)N2CCC(NC(=O)c3cccnc3)CC2)cc1Cl	-5%	-0.1%	3%	-2%	i	24	1.6	59	3.2%	-1.1%	6%
O=C1/C(=C/c2cccs2)CCC1C1CCCC1 (stereo not given)	-9%	-0.2%	21%	4%	i	58	1.9	65	3.5%	0.6%	8%
O=C(c1ccccc1)N1CCN(S(=O)(=O)c2cccc(NS(=O)(=O)c3ccccc3)c2)CC1	.	.	1%	5%	i	29	-0.5	48	0.6%	0.4%	.
CCc1ccc(-c2cc(C(=O)N/N=C/c3ccco3)[nH]n2)cc1	-1%	-0.6%	32%	-10%	i	31	-1.3	38	2.4%	-0.5%	8%
Cc1cccnc1NC(=O)c1cccc(S(=O)(=O)N2CCCc3ccccc32)c1	-12%	0.0%	3%	0%	i	21	0.9	74	2.4%	-0.9%	0%
CCOC(=O)N1CCC(N2Cc3cccc(C(=O)NCc4ccc(OC)cc4)c3C2=O)CC1	.	.	19%	4%	i	33	0.9	49	2.4%	-0.9%	.
COc1ccc(C(=O)O/N=C(\N)c2ccccn2)cc1[N+](=O)[O-]	.	1.8%	3%	-3%	i	22	-0.5	63	1.0%	-1.1%	16%
CCOC(=O)C(=O)Nc1ccccc1C(N)=O	-5%	0.0%	7%	-10%	i	19	-1.6	64	0.6%	-0.2%	-1%
CCOC(=O)CNS(=O)(=O)c1ccc(C(=O)O)cc1	-10%	2.9%	-1%	16%	i	36	1.4	52	1.4%	0.5%	6%
COc1cc(NC(=O)N[C@H](C(=O)O)C(C)C)cc(OC)c1	0%	-1.9%	20%	-8%	i	35	-0.5	69	-0.2%	0.5%	-7%
CC(C)N(C(=O)[C@H]1CC(CC(=O)NCc2ccco2)C(=O)N2CCc3c([nH]c4ccccc34)[C@]12C)C(C)C (stereo not given in full)	-3%	0.0%	.	.	i	12	3.7	53	.	.	12%	NS5 inhibitors pilot replicate=-4.3
C[C@H](NC(=O)c1ccco1)C(=O)OCC(=O)N1CC(=O)Nc2ccccc21	14%	0.2%	.	.	i	52	0.8	46	.	.	2%
Cn1c(CN2CCCCC2)nc2cc(NC(=O)c3cccc(Br)c3)ccc21	-1%	1.9%	-1%	-10%	i	28	2.5	81	5.0%	-0.7%	5%
Cc1cc(NS(=O)(=O)c2ccc(NC(=S)NC(=O)c3ccc(F)cc3Cl)cc2)no1	-1%	0.6%[50 µM]	1%	-3%	i	10	-1.1	39	5.6%	0.4%	8%
Cc1cccc(N(CC(=O)Nc2ccc(CC#N)cc2)S(C)(=O)=O)c1	-6%	1.7%	3%	0%	i	19	2.6	62	0.9%	.	4%
O=C(NCc1nc2ccccc2[nH]1)C1=C[C@H](c2ccc(C(F)(F)F)cc2)C[C@H](OCc2ccc(CO)cc2)O1	-14%	1.3%	5%	8%	i	43	11	95	7.7%	0.2%	-3%
CCOc1cc(C(=O)OCC(=O)NC(C)c2ccccc2)ccc1OCC(=O)N1CCOCC1 (stereo not given)	.	0.5%	8%	2%	i	51	-1.2	93	-0.9%	-0.5%	-9%
CC(C)(C)c1ccc(NC(=O)C2=CN3CCS(=O)(=O)N=C3C=C2)cc1	-1%	0.0%[50 µM]	.	.	i	28	-0.6	55	0.5%	.	5%
Cc1nccn1CCCN1C(=O)OC2(CCCCC2)C1(C)O (stereo not given)	-12%	0.0%	8%	2%	i	50	-0.7	43	0.3%	0.1%	8%
Cn1nnc(NC(=O)c2ccc([N+](=O)[O-])cc2Cl)n1	-3%	-0.4%	17%	7%	i	54	-1.3	89	-0.1%	-0.8%	8%
CC(=O)Oc1ccc2nc(-c3ccco3)oc(=O)c2c1	-8%	0.0%	24%	-4%	i	20	1.9	62	-0.9%	-1.1%	18%
c1ccc(-c2nnc(CSc3nncs3)o2)cc1	-5%	-0.4%	12%	10%	i	30	-0.6	37	0.4%	0.1%	11%
O=C(C1CCCO1)N1CCN(C(=S)Nc2ccc(Cl)cc2Cl)CC1 (stereo not given)	-14%	0.3%	9%	-12%	i	57	-1.8	68	2.0%	-1.0%	4%
